# Bioassay records from PubChem.
# TIM10 inh – growth inhibitors of isogenic TIM10 control yeast, primary screen, counter-screen for tim10-1 yeast inhibitor project, luminescence, uHTS; S. cerevisiae TIM10 strain growth, BacTiter-Glo luminescence, 24 h; inhibition, % at 10 µM; actives 1.4% (n = 330,000);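 active = inhibition of 40% or more at the single tested concentration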;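 also: wild-type TIM10 isogenic control strain grown at permissive 25 °C; 0% = DMSO yeast wells and 100% = minimal medium wells without yeast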
# 697 NFkB inh – inhibitors of PMA/ionomycin-induced NF-kB reporter, 697 cells, primary screen, B-cell NF-kB inhibitor project, cell-based, luminescence, uHTS; actives 0.33% (n = 330,000); inhibition, % at 4 µM; 697 B-cell NF-kB luciferase reporter, 16 h; AID 435022, 2010; in the data active = inhibition above about 35%
# Mdm2-MdmX inh – inhibitors of human Mdm2-MdmX association, primary screen, cell-based, luminescence, split luciferase, SaOS-2, uHTS; SaOS-2 split-luciferase Mdm2/MdmX complementation; inhibition, % at 8 µM; actives 3% (n = 330,000); AID 485346, 2010;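 active = inhibition of at least 50% at 8 µM in the primary screen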
# Target sequence (O15151 whole entry, looked up): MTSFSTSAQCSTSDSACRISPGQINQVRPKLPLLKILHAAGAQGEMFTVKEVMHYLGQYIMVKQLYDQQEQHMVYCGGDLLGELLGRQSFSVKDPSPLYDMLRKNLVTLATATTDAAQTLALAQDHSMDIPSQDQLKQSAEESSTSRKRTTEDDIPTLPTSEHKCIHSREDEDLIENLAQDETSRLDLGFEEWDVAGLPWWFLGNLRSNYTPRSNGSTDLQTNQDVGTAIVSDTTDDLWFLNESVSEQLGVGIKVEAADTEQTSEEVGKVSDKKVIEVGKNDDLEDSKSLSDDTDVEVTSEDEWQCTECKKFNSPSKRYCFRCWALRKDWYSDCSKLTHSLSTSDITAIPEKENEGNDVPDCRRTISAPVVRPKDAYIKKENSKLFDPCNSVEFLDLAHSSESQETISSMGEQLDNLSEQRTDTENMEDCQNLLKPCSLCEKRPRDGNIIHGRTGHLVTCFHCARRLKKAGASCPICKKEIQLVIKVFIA
# Target sequence (Q00987 whole entry, looked up): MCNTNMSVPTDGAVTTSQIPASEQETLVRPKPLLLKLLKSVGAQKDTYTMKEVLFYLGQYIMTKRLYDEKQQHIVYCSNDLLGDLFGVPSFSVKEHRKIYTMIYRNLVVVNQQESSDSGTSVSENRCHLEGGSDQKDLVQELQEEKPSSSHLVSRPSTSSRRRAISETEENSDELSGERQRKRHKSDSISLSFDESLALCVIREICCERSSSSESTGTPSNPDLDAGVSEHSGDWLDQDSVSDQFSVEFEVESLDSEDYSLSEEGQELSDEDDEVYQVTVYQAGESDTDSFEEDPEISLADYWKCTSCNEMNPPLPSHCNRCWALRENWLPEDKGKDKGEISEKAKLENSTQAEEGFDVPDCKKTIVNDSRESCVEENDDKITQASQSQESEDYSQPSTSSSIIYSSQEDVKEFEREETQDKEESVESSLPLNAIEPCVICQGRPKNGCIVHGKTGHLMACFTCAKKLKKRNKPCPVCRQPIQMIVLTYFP
# tim10-1 inh – growth inhibitors of tim10-1 mutant yeast, primary screen, luminescence, uHTS; S. cerevisiae tim10-1 ts strain growth, BacTiter-Glo, 24 h; inhibition, % at 20 µM; actives 2.2% (n = 330,000); AID 463190, 2010;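 active = inhibition of at least 40%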;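 also: mutant grown at 25 °C; 0% = DMSO wells with yeast and 100% = wells holding no yeast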
# tim23-1 inh – growth inhibitors of tim23-1 mutant yeast, primary screen, luminescence, uHTS | S. cerevisiae tim23-1 growth, BacTiter-Glo luminescence, 24 h | inhibition, % at 20 µM | actives 1.3% (n = 330,000);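 active = growth inhibition of the mutant yeast at or above 50%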;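 also: temperature-sensitive mutant grown at 25 °C; plate controls were DMSO-treated mutant yeast for no effect and medium wells lacking yeast for full effect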
# CHOP UPR activ – activators of apoptotic CHOP UPR arm, primary screen, cell-based, CHO-CHOP luciferase reporter, luminescence, uHTS; UPR activation; percent of tunicamycin response over DMSO baseline; activation, % at 10 µM; actives 0.34% (n = 330,000); AID 449763, 2010;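 active = at 10 µM dose, activation of 40% or more, normalized to positive control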;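 also: 100% = tunicamycin at 10 µg/mL and 0% = DMSO alone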
#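 Evaluation: % reporter activation, DMSO baseline versus tunicamycin full activation; System: CHO-CHOP luciferase reporter cell line; Input: 500 cells/well; Incubation: 6 h compound treatment, 37 °C; Measured by: Steady-Glo luciferase luminescence; Dosing: one dose, 10 µM in 0.5% DMSO; Buffer or medium: F12 medium, 10% FBS; Benchmarks: positive tunicamycin 10 µg/mL, negative DMSO alone.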
# UPR XBP1 act – activators of adaptive XBP1 UPR arm, primary screen, cell-based, CHO-XBP1 luciferase reporter, luminescence, uHTS; activation, % at 20 µM; actives 0.33% (n = 330,000); IRE1-XBP1 UPR activation; percent of tunicamycin response, DMSO as zero;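 active = versus positive control, 20 µM dose yields 30% or more activation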;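 also: 100% = tunicamycin at 10 µg/mL and 0% = DMSO only wells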
#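 Material: CHO-XBP1 cells stably carrying IRE1-XBP1-driven luciferase reporter / Amount: 1000 cells per well / Compound: 20 µM, 1% DMSO / Times: 6 h treatment, 37 °C / Detection: luciferase luminescence / Measure: % activation of reporter signal versus tunicamycin and DMSO controls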
# Jurkat NFkB inh – inhibitors of induced NF-kB luciferase reporter, primary screen, TCR NF-kB activation inhibitor project, cell-based, luminescence, uHTS. Jurkat, PMA/ionomycin-induced NF-kB luciferase reporter. actives 0.53% (n = 330,000). inhibition, % at 4 µM. AID 435003, 2010; in the data active = inhibition above about 50%
# * hit, by the source's call. An excerpt, so the mix of outcomes need not match the whole.
[1] CCN1CCc2ccccc2C1
[2] O=c1[nH]c(=O)n(Cc2ccc(F)cc2)c(O)c1C=NCc1cccnc1
[3] O=C(Cn1c2c(c(-c3ccccc3Cl)cc1=O)CCC2)N1CCC2(CC1)OCCO2
[4] CC1CN=C(Nc2ccc(F)c(Cl)c2)S1 (configuration not stated)
[5] COc1cc2c3c(c1OC)Oc1ccc(cc1)C[C@H]1c4c(cc(OC)c(OC)c4Oc4ccc(cc4)C[C@@H]3N(C)CC2)CCN1C
[6] Clc1cccc(CNCCc2c[nH]c3ccccc23)c1

Compound	1	2	3	4	5	6
TIM10 inh	-9.1	-5.9	1.9	19.3	-4.4	15.9
697 NFkB inh	5.7	7.4	3.2	-3.0	-27.3	10.4
Mdm2-MdmX inh	14.3	23.5	20.2	-1.2	100.5*	9.6
tim10-1 inh	-9.5	-11.7	-0.8	11.6	-2.8	25.2
tim23-1 inh	9.8	-10.2	1.1	9.6	7.0	19.2
CHOP UPR activ	-1.5	-1.3	-1.4	0.4	2.1	-1.6
UPR XBP1 act	-0.3	-3.5	-7.0	0.0	10.2	-2.5
Jurkat NFkB inh	-0.9	-1.6	6.4	17.0	8.5	7.3

[7] CC(C)(C)c1cc(C=C(C#N)C#N)cc(C(C)(C)C)c1O
[8] O=c1c(C=NCc2cccs2)c(O)n(C2CCCCC2)c(=O)n1C1CCCCC1
[9] O=c1[nH]c(O)c(C=Nc2ccc(Cl)c(C(F)(F)F)c2)c(=O)[nH]1
[10] COc1ccc(OC)c(NC(=O)N2C[C@H]3C[C@@H](C2)c2cccc(=O)n2C3)c1
[11] CC(c1ccccc1)n1cncc1C(=O)O (configuration not stated)
[12] Cc1ccccc1N1C(=O)NC(=O)/C(=C\c2ccc3c(c2)CCCN3Cc2ccccc2)C1=O

Compound	7	8	9	10	11	12
TIM10 inh	69.8*	19.3	2.2	-12.0	-9.2	16.6
697 NFkB inh	-290.4	-16.9	4.7	19.4	29.5	7.9
Mdm2-MdmX inh	96.1*	26.6	5.1	11.9	19.9	0.9
tim10-1 inh	77.8*	16.4	-6.2	-10.3	-2.8	25.5
tim23-1 inh	61.9*	11.0	-14.5	-14.0	-7.7	25.7
CHOP UPR activ	22.3	-2.8	1.9	-2.2	-3.0	1.5
UPR XBP1 act	-5.7	-1.9	-6.3	0.7	2.6	-3.6
Jurkat NFkB inh	55.5*	7.1	13.8	9.8	3.1	-1.4

[13] COC(=O)C1=C(c2cc3ccccc3o2)C[C@@H]2CC[C@H]1N2C(=O)N1CCCCC1
[14] O=c1[nH]c(=S)n(C2CC2)c(O)c1/C=N/N1CCOCC1
[15] CN1C(=O)C(=Cc2ccc(OCCN(C)c3ccccn3)cc2)C(=O)N(C)C1=O
[16] Fc1cccc(CN2CCN(c3ccc(Cl)cc3)CC2)c1
[17] COC(=O)C1=C(c2ccc(OCc3ccccc3)cc2)C[C@@H]2CC[C@H]1N2C(=O)NCc1ccccc1
[18] COc1ccccc1-n1c(-c2ccccc2)nc2ccccc2c1=O

Compound	13	14	15	16	17	18
TIM10 inh	14.1	0.7	6.7	22.4	0.6	-4.2
697 NFkB inh	-9.8	4.2	-16.2	12.8	10.6	2.8
Mdm2-MdmX inh	46.5	13.4	-26.3	-0.1	23.4	20.9
tim10-1 inh	19.3	-11.3	10.4	-62.1	7.5	9.7
tim23-1 inh	27.2	18.4	8.6	22.9	10.3	25.2
CHOP UPR activ	0.7	5.6	1.7	1.3	0.9	-0.2
UPR XBP1 act	1.1	-2.0	1.2	-4.2	-3.0	-3.0
Jurkat NFkB inh	43.1	9.6	-22.2	11.3	8.7	-11.1

[19] O=c1c(C=Nc2cccnc2Cl)c(O)n(CCCCl)c(=O)n1C1CCCCC1
[20] O=C(Nc1ccccc1)OC1CN=C(N[N+](=O)[O-])NC1 (configuration not stated)
[21] c1ccc(-c2nnc(C3CC(c4cccnc4)=NO3)o2)cc1 (configuration not stated)
[22] COc1ccc(CNCCc2c(C)[nH]c3ccc(OC(F)(F)F)cc23)c(OC)c1
[23] O=C(CCCn1c(=O)[nH]c2cc(Cl)ccc2c1=O)N1CCC2(CC1)OCCO2
[24] CCC(=NCCc1ccccc1)c1c(O)[nH]c(=O)[nH]c1=O

Compound	19	20	21	22	23	24
TIM10 inh	15.4	-2.9	-6.4	26.9	3.6	0.0
697 NFkB inh	-16.3	10.0	-8.5	-58.9	12.2	18.0
Mdm2-MdmX inh	21.6	3.5	18.2	87.0*	8.0	12.2
tim10-1 inh	23.0	-8.5	-6.8	34.0	17.3	1.8
tim23-1 inh	23.0	2.6	13.2	31.7	3.7	6.2
CHOP UPR activ	-0.6	-1.8	1.5	5.9	-1.3	-2.6
UPR XBP1 act	-2.3	-0.3	-0.8	1.4	2.0	-2.2
Jurkat NFkB inh	-20.1	-9.1	2.8	47.1	9.3	0.0

[25] CC(C)N1CC=C(c2c[nH]c3ccccc23)CC1
[26] NC(Cc1ccccc1)Cc1ccccc1
[27] CCOc1ccc2nc(N=Nc3c(O)[nH]c(=S)[nH]c3=O)sc2c1
[28] O=C(c1ccccc1)C1CCCN(Cc2nc(-c3cnccn3)no2)C1 (configuration not stated)
[29] CC(C)NS(=O)(=O)c1ccc(OCC(=O)N2CCN(Cc3ccccc3)CC2)c(Cl)c1
[30] C#CCOCOCC#CCN(CC)CC

Compound	25	26	27	28	29	30
TIM10 inh	-0.5	-6.3	25.4	-1.3	-0.3	-4.2
697 NFkB inh	-32.6	5.7	-47.4	9.2	-4.9	13.5
Mdm2-MdmX inh	14.6	15.0	25.2	-21.2	15.8	18.4
tim10-1 inh	9.9	13.6	7.5	26.1	22.7	-7.7
tim23-1 inh	1.9	11.0	13.7	14.3	14.1	0.5
CHOP UPR activ	-4.2	0.6	-0.6	0.1	-1.9	0.3
UPR XBP1 act	48.2*	0.5	0.7	-2.6	-1.9	-1.4
Jurkat NFkB inh	15.7	11.2	-14.8	-2.1	0.9	8.1

[31] Cc1ccc(-n2c(O)c(C=NCCCn3ccnc3)c(=O)[nH]c2=O)cc1
[32] COc1ccc(C(=O)N2C[C@H]3C[C@@H](C2)c2cccc(=O)n2C3)cc1OC
[33] O=c1[nH]c(=O)n(C2CCCCCC2)c(O)c1C=NCc1cccnc1
[34] CN1C(=O)N(C)C(=O)C2(Cc3c(ccc4ccccc34)N(C)C2)C1=O
[35] C#CCN1CCN(c2ccc(F)cc2)CC1
[36] O=C(C1CCCN(S(=O)(=O)c2cccc3nsnc23)C1)N1CCC2(CC1)OCCO2 (configuration not stated)

Compound	31	32	33	34	35	36
TIM10 inh	15.1	1.6	-0.7	17.3	-7.8	13.4
697 NFkB inh	-3.7	-32.9	-5.8	-3.6	13.7	-3.8
Mdm2-MdmX inh	-9.1	-5.2	-10.8	-1.5	9.5	6.9
tim10-1 inh	13.7	13.4	10.5	20.5	-1.8	8.4
tim23-1 inh	-7.4	10.1	6.4	28.8	2.4	8.8
CHOP UPR activ	1.2	-0.1	-2.0	-2.1	0.6	-0.9
UPR XBP1 act	-1.9	0.1	-2.6	1.6	-1.4	-3.1
Jurkat NFkB inh	9.4	-3.6	-15.3	4.0	6.5	10.8

[37] CCCC(C)C(=O)NC1CCSC1=O (configuration not stated)
[38] Cc1cc(N2CCCC2)ccc1C=C(C#N)C#N
[39] CCCCCn1c(=O)c(C(=O)Nc2ccccc2N)c(O)c2ccccc21
[40] CNC(=O)Nc1ccc(C(O)(C(=O)OC)C(F)(F)F)cc1 (configuration not stated)
[41] O=C(c1cccs1)c1cn(Cc2ccccc2Cl)c2ccccc12
[42] CCN1CCC2(CC1)NC(CO)(CO)CO2

Compound	37	38	39	40	41	42
TIM10 inh	4.0	0.8	-16.1	5.8	18.5	2.0
697 NFkB inh	19.7	6.1	-22.8	6.5	-30.1	15.5
Mdm2-MdmX inh	18.0	22.9	30.9	10.0	18.3	-2.3
tim10-1 inh	-5.2	4.1	-25.7	-8.4	23.6	-0.7
tim23-1 inh	4.1	3.0	1.7	-5.4	14.4	17.8
CHOP UPR activ	-0.5	1.0	0.2	-0.4	5.0	-4.7
UPR XBP1 act	1.8	-2.1	-2.6	-2.4	1.3	-3.2
Jurkat NFkB inh	-4.9	-2.8	5.2	11.4	-14.0	-12.8

[43] COc1ccc(Cc2c(O)[nH]c(=S)[nH]c2=O)cc1
[44] Cc1cccc(NC(=O)N2C[C@H]3C[C@@H](C2)c2cccc(=O)n2C3)c1
[45] Cc1onc(-c2c(Cl)cccc2Cl)c1/C(N)=N/OC(=O)N(C)C
[46] COC(=O)C1=C(c2ccc(Cl)c(C(F)(F)F)c2)C[C@@H]2CC[C@H]1N2C(=O)NCCOc1ccccc1
[47] O=C(CCC(=O)N1C[C@H]2C[C@@H](C1)c1cccc(=O)n1C2)NCc1ccccc1
[48] CCOC(=O)c1cc(CC)sc1/N=C/C1C(=O)NC(=S)NC1=O

Compound	43	44	45	46	47	48
TIM10 inh	5.5	0.4	15.8	7.9	3.0	12.9
697 NFkB inh	-21.3	3.5	6.9	19.4	10.8	15.9
Mdm2-MdmX inh	20.6	4.0	7.4	17.1	-3.7	-4.9
tim10-1 inh	-3.4	-16.8	6.2	10.1	10.4	-21.1
tim23-1 inh	3.2	2.7	5.4	35.1	7.9	5.4
CHOP UPR activ	1.8	0.7	-0.5	1.3	0.8	0.9
UPR XBP1 act	-5.1	-1.5	-1.6	-1.1	-2.6	-4.9
Jurkat NFkB inh	-10.0	-6.8	13.4	12.9	9.7	-2.3

[49] C#C[C@@]1(O)CCC2C3CCC4=C/C(=N/OCC(=O)NC(C(=O)O)C(C)O)CC[C@]4(C)C3CC[C@@]21C (some centres not stated)
[50] C=CCn1c(O)c(C(C)=Nc2ccc(C(=O)OCC)cc2)c(=O)[nH]c1=O
[51] C[C@]12CCC3C(CC[C@H]4C[C@H](O)CC[C@]34C)C1CC(=O)[C@@H]2O (some centres not stated)
[52] CCCOc1ccccc1NP(=O)(Oc1ccccc1)Oc1ccccc1
[53] O=C(Nc1ccc(F)cc1)c1c(O)c2c(n(Cc3ccccc3)c1=O)CCCC2

Compound	49	50	51	52	53
TIM10 inh	1.2	5.8	-19.3	22.9	17.0
697 NFkB inh	4.3	14.3	-0.4	11.4	-25.1
Mdm2-MdmX inh	0.8	13.7	-20.1	-13.8	4.8
tim10-1 inh	7.6	11.1	-5.0	-0.1	10.7
tim23-1 inh	5.8	19.1	21.8	5.6	11.1
CHOP UPR activ	0.9	-0.6	0.8	1.3	-0.4
UPR XBP1 act	2.5	-3.9	0.8	-1.1	2.9
Jurkat NFkB inh	-5.8	5.7	2.4	14.2	-8.7
